# From PubChem
# BAZ2B inh = BAZ2B (human) inhibition | Q9UIF8 | AlphaScreen BAZ2B-H3K14Ac peptide displacement | Potency, µM (series often up to 114 µM), for inactives: top-dose activity change, negative = inhibition, usual class: inhibitors | 360,000 tested, 4.4% active | AID 504333; note: potency is the fitted concentration of half-maximal effect; % is set by controls: 0 for no effect and ±100 for the full control effect; nearly all actives have a fitted effect of over 60% in size
#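 BAZ2B 50 nM plus b-H3(5-23)K14Ac 50 nM, PBS pH 7.4/0.01% Tween-20, 30 min RT; compound added (max 110 uM), 30 min RT; streptavidin donor/Ni-chelate acceptor beads 10 ug/mL final, 20 min dark; AlphaScreen read.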
# Pol eta inh = blocks human DNA polymerase eta activity; Potency, µM (highest dose often 114 µM), for the others: at the top dose activity change, negative = inhibition, most hits filed as inhibitors; Q9Y253; recombinant Pol eta, fluorescent DNA replication assay; 390,000 tested, 1.2% active; note: potency is the fitted concentration of half-maximal effect; % is set by controls: 0 for no effect and ±100 for the full control effect
#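 Pol eta (10 nM) was preincubated with compounds for 15 min at room temperature, after which fluorescent replication substrate (50 nM final) was added to start the reaction. Fluorescence was read kinetically at 0 and 10 min.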
# G9a inh = blocks human histone lysine methyltransferase G9a | 350,000 tested, 8.8% active | AID 504332 | Potency, µM (series often up to 102 µM), inactives show at the highest dose activity, negative = inhibition, most hits filed as inhibitors | Q96KQ7 | G9a H3K9 monomethylation, AlphaScreen, 2 h; note: potency is the fitted concentration of half-maximal effect; % is set by controls: 0 for no effect and ±100 for the full control effect; nearly all actives have a fitted effect of over 75% in size
# Target sequence (Q96KQ7 913-1193 limits assumed): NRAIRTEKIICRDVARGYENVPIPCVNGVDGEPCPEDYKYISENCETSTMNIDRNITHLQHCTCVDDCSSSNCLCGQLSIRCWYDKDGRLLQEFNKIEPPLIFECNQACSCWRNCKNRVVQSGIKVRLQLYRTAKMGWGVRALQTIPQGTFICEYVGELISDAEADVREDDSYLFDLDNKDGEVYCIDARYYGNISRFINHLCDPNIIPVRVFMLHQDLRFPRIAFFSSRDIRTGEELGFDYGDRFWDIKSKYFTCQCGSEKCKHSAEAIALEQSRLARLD
#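 G9a (20 nM) preincubated 15 min RT with compounds, then 500 nM biotinylated H3K9 peptide and 20 uM SAM added; 2 h RT reaction. Monomethyl-H3K9 product detected by AlphaScreen with anti-H3K9me1 antibody, streptavidin donor and anti-rabbit IgG acceptor beads.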
# Pin1 inhibitor = inhibitors of human Pin1 | Pin1 FP peptide displacement, HiFluor488, 10 min | 390,000 tested, 0.009% active | Potency, µM (doses to about 115 µM), for the others: at the top dose activity, negative = inhibition, actives largely listed as inhibitors | AID 504891; active = well fitted inhibition curve with a large enough effect in the polarisation, with a control signal flat, not every such curve was filed as active; inconclusive = small, poorly fitted or top-dose-only effect, or effect the other way, or a change in a side signal; inactive = no such curve, though single readings can be large or run the other way; the % refers to the polarisation; note: potency is the fitted concentration of half-maximal effect; % is set by controls: 0 for no effect and ±100 for the full control effect
# PI4K2A block = PI4K2A (human) kinase inhibition. AID 1346378. Q9BTU6. activity change, negative = inhibition, % at 76.9 µM. purified PI4K2A, ADP-Glo luminescence, 1 h; active compounds read low. 420,000 tested, 0.13% active; in the data active = activity change below about -50%; inconclusive = mostly about -30% to -49%;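 note: -100% = wells without enzyme as full effect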
# Target sequence (Q9BTU6 whole entry, looked up): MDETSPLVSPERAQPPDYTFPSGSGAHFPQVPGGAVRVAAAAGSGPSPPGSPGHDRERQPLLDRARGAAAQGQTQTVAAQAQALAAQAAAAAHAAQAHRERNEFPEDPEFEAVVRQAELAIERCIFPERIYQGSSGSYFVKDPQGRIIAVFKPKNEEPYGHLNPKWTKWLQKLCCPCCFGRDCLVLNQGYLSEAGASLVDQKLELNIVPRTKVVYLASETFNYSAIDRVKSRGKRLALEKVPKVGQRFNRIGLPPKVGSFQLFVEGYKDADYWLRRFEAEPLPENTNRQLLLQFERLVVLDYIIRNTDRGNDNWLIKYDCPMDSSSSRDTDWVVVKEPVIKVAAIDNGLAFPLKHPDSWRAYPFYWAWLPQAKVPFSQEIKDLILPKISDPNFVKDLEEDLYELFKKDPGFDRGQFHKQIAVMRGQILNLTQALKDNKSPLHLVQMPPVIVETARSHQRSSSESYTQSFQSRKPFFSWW
#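 ADP-Glo luminescence measured ADP generated by PI4K2A enzyme (4 ug/mL before mixing) with 1.2 mM PI substrate (pre-mix) and 300 microM ATP (pre-mix). Tris pH7.5 buffer with MgCl2, Triton X-100; 1 h reaction at ambient temperature.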
# GLS inh = glutaminase GLS (human) inhibition | O94925 | GLS enzymatic activity, qHTS titration | Potency, µM (doses to about 45.5 µM), without a hit: top-dose activity change, negative = inhibition, actives largely listed as inhibitors | 410,000 tested, 0.21% active | AID 624170; note: potency is the fitted concentration of half-maximal effect; % is set by controls: 0 for no effect and ±100 for the full control effect
#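 Coupled fluorescence readout: glutamate oxidase/HRP/Amplex Red detect glutamate formed by hKGA from L-glutamine (1 mM solution added). Buffer 45 mM KH2PO4 pH 8.2, 0.02% Tween-20; reads at t0 and 30 min RT.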
# Tb PGK inh = blocks T. brucei phosphoglycerate kinase | PGK/GAPDH coupled, Kinase-Glo luminescence, 60 min | Potency, µM (doses to about 57.5 µM), for inactives: at the highest dose activity change, negative = inhibition, most hits filed as inhibitors | 380,000 tested, 0.043% active | AID 602233; note: potency is the fitted concentration of half-maximal effect; % is set by controls: 0 for no effect and ±100 for the full control effect; nearly all actives have a fitted effect of over 60% in size
#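 Luminescent ATP detection (Kinase-Glo Plus) follows a 60-minute room-temperature incubation, with wells lacking PGK as controls. Buffer: 100 mM TEA (pH 7.6), 5 mM MgCl2, 0.01% Tween-20. Coupling enzyme GAPDH (100 nM final) supplies unstable 1,3-BPG in-well.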
# HP1b chromo inh = inhibitors of HP1-beta chromodomain binding to methylated histone tails. Potency, µM (titrated, usually from 114 µM), for inactives: top-dose activity change, negative = inhibition, most hits filed as inhibitors. AlphaScreen HP1-beta / biotin-H3K9me3 peptide binding. 390,000 tested, 0.56% active; note: potency is the fitted concentration of half-maximal effect; nearly all actives have a fitted effect of over 70% in size; inactives centre near 23
# Target sequence (P83916 whole entry, looked up): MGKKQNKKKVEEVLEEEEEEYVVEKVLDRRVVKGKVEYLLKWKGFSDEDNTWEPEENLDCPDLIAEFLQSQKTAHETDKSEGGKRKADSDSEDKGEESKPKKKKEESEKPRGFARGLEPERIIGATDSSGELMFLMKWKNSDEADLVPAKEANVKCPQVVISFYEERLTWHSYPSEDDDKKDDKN
#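 HP1-beta protein (50 nM final) preincubated 30 min at room temperature with biotinylated H3(1-18)K9me3 peptide (50 nM) in PBS pH 7.4, 0.01% Tween-20, then compound added for 30 min. AlphaScreen streptavidin donor/nickel chelate acceptor beads (10 ug/mL final), 30 min dark, luminescence read.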
# JMJD2A Tudor = JMJD2A Tudor domain (human) inhibition | O75164 | AlphaScreen JMJD2A-Tudor / H3K4me3 peptide binding | Potency, µM (titrated, usually from 114 µM), without a hit: top-dose activity change, negative = inhibition, most hits filed as inhibitors | 390,000 tested, 4.4% active; note: potency is the fitted concentration of half-maximal effect; % is set by controls: 0 for no effect and ±100 for the full control effect; nearly all actives have a fitted effect of over 50% in size
# The depositor's hits bear a star; i = inactive; ? = inconclusive; . = not tested or not shown; [ ] = dose if it differs, or a comment. Unless noted, calls come from the whole dose curve; as a rule, active = well fitted curve in the direction sought with a large enough effect; inconclusive = small, poorly fitted or top-dose-only effect, or another doubt; inactive = no such curve, though single readings can be large; an effect the other way counts as inactive or inconclusive. The list is partial; count on the stated rates, not on these rows.
SMILES,BAZ2B inh,Pol eta inh,G9a inh,Pin1 inhibitor,PI4K2A block,GLS inh,Tb PGK inh,HP1b chromo inh,JMJD2A Tudor
CC(=O)c1ccc(NC(=O)C2C3CCC(C3)C2C(=O)O)cc1 (stereo not given),-4.3%,-22.7%,-6.2%,-8.5%,-7.8,-3.9%,-4.7%,30.7%,-1.4%
O=c1c2c([nH]c3ccccc13)CCCC2,3.9%,-10.0%,-2.2%[59 µM],-4.0%,3.5,10.3%,3.6%,22.1%,-1.4%
COc1ccc(Cl)cc1NC(=O)c1cnc2sc(N3CCOCC3)nn2c1=O,-3.7%,0.5%,19.9%[59 µM],3.1%,-19.8,0.0%,i,9.3%,-8.3%
O=C(CSc1nc2ccc(Cl)cc2[nH]1)c1c[nH]c2ccccc12,-18.7%,-14.7%,20µM*,44.5%[activator],3.9,?,-5.7%,30.2%,-9.9%
CCCCCCc1cc2cc(S(=O)(=O)c3ccc(F)c(Cl)c3)c(=O)oc2cc1O,-4.0%,-12.2%,13.5%,?,-5.6,5.7%,-3.5%,61.0%[activator],6.2%
Cc1c(N2C(=O)CSC2c2ccccc2)c(=O)n(-c2ccccc2)n1C (stereo not given),-0.2%,-6.3%,6.6%,-1.3%,-1.9,3.1%,8.2%,53.4%[activator],2.0%[57.1 µM]
COc1ccc(S(=O)(=O)/N=C2/C=CC(=O)C(C)=C2C)cc1,-8.1%,-12.0%,?,5.5%,-1.3,10.8%,i,?,-34.9%
Nc1cc(=O)[nH]c(SCC(=O)N2CCN(S(=O)(=O)c3ccc4ccccc4c3)CC2)n1,-12.7%,-19.6%,-1.8%,19.2%,-6.4,-0.9%,-0.7%,31.3%,-11.4%
CCCCCCCCCCCCCCCCn1cc[n+](CC(C)=O)c1,-8.7%,-5.1%,-8.3%[59 µM],16.9%,3.4,?,-7.8%,27.7%,-1.0%
Oc1ccccc1-c1nc2ccc(Cl)cn2c1Nc1ccc2c(c1)OCCO2,.,-12.0%,1.4%[59 µM],-1.1%,3.2,-0.2%,i,37.1%,-10.3%
Cc1nc(-c2ccccc2)nc2[nH]ccc(=O)c12,-13.6%,2.0%,19.0%,25.7%,-2.3,0.3%,-9.2%,19.9%,-30.4%
O=C(c1cccc(S(=O)(=O)N2CCCC2)c1)N1CCCC(C(F)(F)F)C1 (stereo not given),-3.1%,-15.9%,4.5%,-1.2%,0.7,5.3%,19.6%,41.6%[activator],-10.3%
Cc1ccc(SCCN2C(=O)NC(C)(C)C2=O)cc1,-5.8%,-5.8%,17.0%[12.7 µM],-5.6%,1.8,19.9%,2.5%,24.5%,-16.0%
CS(=O)(=O)c1ccc(Cl)c(NC(=O)CCc2ccccc2)c1,-3.8%,-8.4%,-6.9%,8.4%,-3.8,0.6%,-1.8%,39.6%[activator],-6.0%[11.4 µM]
CCOC(=O)CCCCC(=O)c1[nH]c(=O)[nH]c1CSc1nc(-c2ccccc2)c(C#N)c(=O)[nH]1,35.5µM*,-3.5%,?,2.2%,-3.8,35.7%[activator],-9.9%,19.5%,?
COc1ccc(S(=O)(=O)N2CCOCC2)cc1NC(=O)CCNC(=O)c1ccc([N+](=O)[O-])cc1,8.5%,-1.5%,3.55µM*,2.4%,-3.5,-0.4%,i,23.3%,-14.8%
CC(=O)c1cccc(NC(=O)C(C)N(C)CC(=O)Nc2ccc(Cl)cc2)c1 (stereo not given),-11.6%,-20.0%,.,0.3%,-6.7,6.6%,-4.2%,21.3%,-14.8%
CCOc1ccc(NC(=O)c2c(NCc3ccc(C)o3)sc3c2CCCCC3)cc1,-22.0%,8.5%,5.62µM*,5.1%,?,-9.7%,-10.1%,8.2%,?
CCN(CC)C(=O)CSc1nc2ccsc2c(=O)n1CCCC(=O)NCCc1ccc(S(N)(=O)=O)cc1,.,-5.1%,8.5%,1.9%,2.8,?,-2.0%,?,?
CN(CC(=O)N1CCN(c2ccccc2)CC1)S(=O)(=O)c1cnc[nH]1,8.5%,0.8%,16.7%,-4.0%,3.3,29.7%,0.5%,24.0%,-16.1%
Cn1c(=O)c2[nH]c(C(O)c3ccc(Cl)cc3)nc2n(C)c1=O (stereo not given),.,-11.9%,.,-0.4%,-0.7,0.2%,-1.8%,16.1%,?
CCc1ccc(S(=O)(=O)NCCc2cn3ccsc3n2)cc1,-3.2%,-10.1%,-2.7%[59 µM],-9.6%,-5.4,5.3%,-7.5%,14.8%[57 µM],-17.1%
Cc1ccn2cc(-c3cccc(S(=O)(=O)N4CC(C)OC(C)C4)c3)nc2c1 (stereo not given),-22.5%[57.1 µM],-9.9%,12.1%,2.7%,-2.8,6.9%,i,17.8%[57 µM],-15.5%
COc1cc(NS(=O)(=O)c2ccc(NS(=O)(=O)c3ccc(C)cc3)cc2)nc(OC)n1,-23.0%,-8.6%,-10.0%,-11.4%,-0.5,4.5%,-7.1%,20.3%,-7.4%
CCOc1ccccc1C(=O)N(Cc1ccco1)Cc1ccccc1F,-12.2%,-13.6%,-21.2%[59 µM],-4.8%,-3.2,-13.8%,-1.3%,19.4%,-31.8%
CCc1ccc(Cn2nnc(C(=O)Nc3ccc(OC)cc3OC)c2N)cc1,-7.1%,11.6%,-18.8%,-6.2%,-2.2,3.5%,-4.7%,43.0%[activator],-21.1%
Cc1ccccc1Nc1c(-c2ccc(Cl)s2)nc2cccc(C)n12,-24.4%,7.1%,-22.0%[59 µM],-6.6%,-3.2,-1.1%,-0.5%,4.0%,-20.9%
O=C(NCCCn1ccnc1)c1c(F)cccc1F,-5.9%,2.7%,31.0%,-2.3%,-2.8,-4.8%,-7.5%,15.9%,-2.7%
C=CCOc1ccc(CNn2cn[nH]c2=S)cc1OCC,-3.8%,-9.2%,32.3%[0.501 µM],-9.4%,0.5,-0.1%,i,20.3%,8.91µM*
COc1cc(NC(=O)c2noc(C)c2[N+](=O)[O-])c(OC)cc1Cl,-6.2%,-12.0%,3.2%,-2.6%,4.9,-3.4%,-1.2%,-4.5%,?
O=C(O)C[C@H]1c2ccccc2S(=O)(=O)N1C1CCCC1,.,-19.3%,.,-0.6%,1.9,3.9%,0.4%,18.4%,-24.1%
O=C(C1=C[C@H](c2csc3ccccc23)C[C@H](OCCCCO)O1)N1CCOCC1,-18.0%,-15.0%,8.1%[12.7 µM],17.0%,-2.0,-7.7%,-6.3%,42.4%[activator],-25.7%
Cc1ccc(Oc2ncnc(N)c2[N+](=O)[O-])cc1C,-12.5%,-14.1%,9.7%[59 µM],-1.7%,2.8,-6.3%,-6.8%,31.4%,-3.2%
C[C@H](CO)N1C[C@H](C)[C@@H](CN(C)S(=O)(=O)c2ccc(-n3cccn3)cc2)OCc2cnnn2CCCC1=O,.,-13.0%,.,.,-0.7,6.4%,-5.5%,.,.
Cc1ccc(SCC(=O)Nc2ccc(-c3nnc(-c4ccco4)o3)cc2)cc1,-36.8%,?,-14.7%,27.8%,-5.3,-4.6%,-0.2%,5.8%,?
CN(/N=C/c1ccccc1)C(=S)c1ccccc1,.,-15.0%,.,0.0%,2.8,-4.5%,-2.1%,-15.4%,?
COC(=O)CCC(C)C1CCC2C3CCC4CC(O)CCC4(C)C3CC(O)C12C (stereo not given),.,-6.1%,.,-4.8%,0.4,1.3%,-1.6%,-3.7%,-32.7%
O=C(c1ccc([N+](=O)[O-])o1)N1CCN(Cc2ccccc2)CC1,-2.7%,-0.5%,.,-17.5%,0.9,-0.7%,-9.6%,65.4%[activator],-1.0%
CC(=O)NCCNc1ccc([N+](=O)[O-])cc1C#N,-5.3%,-15.8%,-3.7%,-15.3%,8.6,0.4%,-0.7%,35.0%,-17.8%
Cc1ccc(NCc2n[nH]c(=S)n2Cc2ccccc2)cc1Cl,?,-12.8%,17.8µM*,?,3.0,13.3%,17.3%,-3.3%,?
CCOC(=O)c1ccc(-c2cccc(C(F)(F)F)c2)nc1C,136.3%[activator],-17.7%,48.9%[59 µM],-0.5%,1.2,1.0%,-4.8%,256.0%,124.4%[activator]
CCOc1c(Br)cc(/C=N\NC(=O)c2ccccc2)cc1OC,2.7%,-7.3%,6.0%[59 µM],-1.3%,-0.1,1.5%,-7.5%,27.4%,-14.9%
COC(=O)C1=C(CS(=O)(=O)c2ccc(C)cc2)NC(=O)NC1c1ccc(OC)c(OC)c1 (stereo not given),-21.6%,-11.9%,17.5%,1.5%,1.2,4.4%,2.7%,30.5%,-4.2%
CCOC(=O)c1c(NC(=O)c2noc(C)c2[N+](=O)[O-])sc(C(C)=O)c1C,-3.8%,-10.5%,39.8µM*,9.7%,-6.1,-2.0%,-2.2%,-20.6%,-28.5%
Cc1nn(C)c(C(=O)NNC(=S)NCc2ccco2)c1Br,-9.8%,-6.8%,.,3.6%,-1.8,25.2%,3.6%,16.0%,-23.8%
COc1ccc(OCC(=O)N/N=C/C2CC=CCC2)cc1 (stereo not given),-9.8%,0.9%,0.0%,2.7%,1.2,2.7%,7.5%,29.3%,-7.9%
CC(CCc1ccccc1)NC(=O)COC(=O)C1=COCCO1 (stereo not given),2.6%,-4.6%,-1.4%,-3.1%,-1.1,-2.7%,-4.5%,44.8%[activator],-7.4%
CC(=O)N1CCCN(C(=O)c2cc(COc3c(F)cccc3F)on2)CC1,3.9%,-18.4%,?,1.3%,-7.1,-9.6%,-2.5%,20.9%,-5.9%
